# Lamin A splicing: modulators of lamin A splicing. HeLa LMNA splicing GFP/RFP minigene ratio, 48 h. Potency, µM (series often up to 46.1 µM), for the others: top-dose ratio change, negative = inhibition, most hits filed as inhibitors. 200,000 compounds, 0.01% hits; active = well fitted inhibition curve with a large enough effect in the signal ratio, with a control signal flat, not every such curve was filed as active; inconclusive = small, poorly fitted or top-dose-only effect, or effect the other way, or a change in a side signal; the % refers to the signal ratio; note: potency is the fitted concentration of half-maximal effect; % is set by controls: 0 for no effect and ±100 for the full control effect
#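 S3 HeLa cells stably expressing lamin A-EGFP splicing minigene plus DsRed2, 600 cells/well, 48 h compound exposure at 37C. Laser-scanning cytometry; analysed as GFP (500-530 nm)/RFP (575-640 nm) total intensity ratio; 0.5% DMSO vehicle.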
# aGlu spleen mod: lysosomal alpha-glucosidase (human) modulation; 240,000 compounds, 0.006% hits; AID 2112; P10253; Potency, µM (series often up to 79.9 µM), for inactives: at the top dose activity change, negative = inhibition, hits mostly inhibitors; human spleen homogenate, 4-MU-alpha-glucoside fluorescence;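 note: potency is the fitted concentration of half-maximal effect; 0% = enzyme with vehicle and -100% = no enzyme basal signal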
#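 Human spleen homogenate (1 ug) incubated with compounds and 1 mM 4-methylumbelliferyl-alpha-D-glucopyranoside in pH 5.0 citrate/phosphate buffer, 37 C, 40 min. Stopped at pH 10; 4-MU fluorescence (Ex 365/Em 440 nm); AC50 by Hill fit.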
# HTT cytoprotect: cytoprotection in Huntington HTT-Q103 PC12 cell model; Potency, µM (top dose mostly 56.4 µM), without a hit: cytoprotection (ATP increase), actives largely listed as activators; 230,000 compounds, 0.14% hits; PC12 HTT-Q103 induced, cytoprotection, ATP luminescence, 40 h;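 note: potency is the fitted concentration of half-maximal effect; % of control where 0% means no effect; nearly all actives have a fitted effect of over 45% in size; toxic huntingtin expression switched on by the ecdysone agonist tebufenozide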
#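 Cells were plated at 1500 per well in phenol red-free DMEM with 5% equine and 5% calf serum. Tebufenozide (100 nM final) and compounds were added, then ATPlite reagent, and luminescence was read.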
# GAA inh: blocks human lysosomal alpha-glucosidase; P10253; purified human GAA, 4-MU-alpha-glucoside fluorescence; Potency, µM (doses to about 76.9 µM), for inactives: at the top dose activity change, negative = inhibition, actives largely listed as inhibitors; 200,000 compounds, 0.005% hits;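 note: potency is the fitted concentration of half-maximal effect; plate controls were uninhibited enzyme wells for no effect and no-enzyme background for full effect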
#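 Endpoint fluorogenic read: 20 min room-temperature reaction of 4 nM human alpha-glucosidase with 400 uM 4-methylumbelliferyl-alpha-D-pyranoside, pH 5.0, quenched with 1M NaOH/1M glycine pH 10. AC50 from Hill modeling.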
# CBFb RUNX1 block: CBF-beta/RUNX1 interaction disruption; Q01196+Q13951; AlphaScreen CBFb-His/RUNX1-biotin binding, biochemical; Potency, µM (highest dose often 59.8 µM), inactives show at the highest dose activity, negative = inhibition, usual class: inhibitors; 230,000 tested, under 10 active; note: % of control where 0% means no effect
# Target sequence (Q01196 whole entry, looked up): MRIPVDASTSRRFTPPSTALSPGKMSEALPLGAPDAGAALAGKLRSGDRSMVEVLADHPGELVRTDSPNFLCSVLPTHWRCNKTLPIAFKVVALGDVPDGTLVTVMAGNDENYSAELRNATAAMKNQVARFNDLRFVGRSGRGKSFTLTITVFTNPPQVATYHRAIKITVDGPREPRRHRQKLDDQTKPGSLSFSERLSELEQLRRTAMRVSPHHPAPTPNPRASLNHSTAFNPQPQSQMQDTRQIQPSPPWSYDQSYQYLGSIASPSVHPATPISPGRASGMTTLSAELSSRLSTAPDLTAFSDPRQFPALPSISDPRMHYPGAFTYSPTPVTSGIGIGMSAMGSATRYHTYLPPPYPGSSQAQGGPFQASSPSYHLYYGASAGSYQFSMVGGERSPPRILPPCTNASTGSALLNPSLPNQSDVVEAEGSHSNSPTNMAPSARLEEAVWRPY
# Target sequence (Q13951 whole entry, looked up): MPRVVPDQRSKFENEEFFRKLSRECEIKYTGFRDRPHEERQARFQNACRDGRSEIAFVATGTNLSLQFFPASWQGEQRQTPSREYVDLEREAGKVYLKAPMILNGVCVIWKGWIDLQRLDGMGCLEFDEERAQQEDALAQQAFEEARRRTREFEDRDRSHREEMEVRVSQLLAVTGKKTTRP
#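 Bead-based AlphaScreen assay; binding partners His-tagged CBF-beta and biotinylated RUNX1 at 30 nM each. Compound exposure 15 min after a 20-min protein preincubation; bead step 90 min; all steps at room temperature.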
# HttQ103 aggreg: mutant huntingtin aggregation inhibition; 220,000 compounds, 1.1% hits; AID 1688; Potency, µM (highest dose often 46.1 µM), inactives show top-dose activity change, negative = inhibition, most hits filed as inhibitors; PC12 HttQ103-GFP aggregates, Acumen cytometry, 40 h; note: potency is the fitted concentration of half-maximal effect; % is set by controls: 0 for no effect and ±100 for the full control effect; nearly all actives have a fitted effect of over 60% in size
#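 Multiplexed with ATP-based cell death, this channel scores GFP aggregates in PC12 cells expressing inducible HTTex1-Q103-GFP. Induction used 100 nM tebufenozide; compounds were tested in concentration series.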
# GAA glycogen mod: alters human alpha-glucosidase cleavage of glycogen | P10253 | recombinant GAA, glycogen substrate, Amplex Red glucose oxidase fluorescence | Potency, µM (titrated, usually from 76.4 µM), without a hit: at the top dose activity change, negative = inhibition, hits mostly inhibitors | 300,000 compounds, 0.38% hits | AID 2100;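 note: potency is the fitted concentration of half-maximal effect; 0% = full enzyme reaction and -100% = no-enzyme basal signal; the screen sought inhibitors and activators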
#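 Natural-substrate format: glycogen cleavage by 4 nM human enzyme, glucose read by Amplex Red coupling (Ex 573, Em 610 nm). Normalized to enzyme and no-enzyme controls.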
# Numbers without * were called inactive; ? = inconclusive; nt = no result given; [ ] = another dose, or the depositor's remark. Unless noted, calls come from the whole dose curve; as a rule, active = well fitted curve in the direction sought with a large enough effect; inconclusive = small, poorly fitted or top-dose-only effect, or another doubt; inactive = no such curve, though single readings can be large; an effect the other way counts as inactive or inconclusive.
# Abbreviations – A = Lamin A splicing; B = aGlu spleen mod; C = HTT cytoprotect; D = GAA inh; E = CBFb RUNX1 block; F = HttQ103 aggreg; G = GAA glycogen mod
COC(=O)c1sc2ccccc2c1-n1cccc1C(=O)C(=O)Nc1ccc(OC)cc1
  A: 10%	B: 6%	C: -20%	D: 1%	E: -10%	F: -9%	G: -5%
Cc1ccc2oc(=S)n(C)c2c1
  A: 4%	B: -1%	C: nt	D: 0%	E: 22%	F: 4%	G: 6%
Oc1ccc(C2=Nn3c(nnc3-c3ccco3)SC2)cc1O
  A: -16%	B: -4%	C: -11%[10 µM]	D: 1%	E: -1%	F: 4%	G: 16µM*
COc1ccc(CNC(=O)C(C)Sc2ccc(C)cc2)cc1 (centres undefined)
  A: nt	B: 5%	C: -34%	D: 3%	E: 6%	F: -10%[9.22 µM]	G: -2%
Cc1cccnc1NC1(C(F)(F)F)N=C2SCCN2C1=O (centres undefined)
  A: -4%[46 µM]	B: -1%	C: -41%[inhibitor]	D: 7%	E: 0%	F: 11%	G: -12%
COc1cc(S(=O)(=O)NC2CCCCC2C)ccc1-n1cnnn1 (centres undefined)
  A: ?	B: -5%	C: 14%[10 µM]	D: ?	E: 8%	F: -16%[9.22 µM]	G: 16%
CCOC(=O)c1ccc(Oc2nc(NC)nc(Nc3ccccc3)n2)cc1
  A: 6%	B: -7%	C: -16%	D: -4%	E: 3%	F: ?	G: -8%
C/C(=N\OCC(=O)Nc1ccc(F)c(F)c1F)c1cc2ccccc2o1
  A: -7%	B: -5%	C: -11%[10 µM]	D: 0%	E: -4%	F: 9%	G: 6%
CCNc1nc2cccnc2s1
  A: nt	B: 0%	C: 12%[10 µM]	D: nt	E: 7%	F: 10%[9.22 µM]	G: 3%
O=C(NCc1nnc(SCc2ccc(C(F)(F)F)cc2)n1-c1ccccc1)C12CC3CC(CC(C3)C1)C2
  A: ?	B: -11%	C: -24%[10 µM]	D: 5%	E: -4%	F: -9%	G: -3%
O=C(CCCc1ccccc1)Nc1cccc(C(=O)O)c1
  A: nt	B: 3%	C: -8%	D: 2%	E: -3%	F: 5%	G: 12%
Cc1c(C(=O)OCC(=O)c2c(N)n(CC(C)C)c(=O)n(C)c2=O)oc2ccccc12
  A: ?	B: -6%	C: 16%[10 µM]	D: 5%	E: 2%	F: 7%	G: 5%
O=C(O)CC1S/C(=N/N=C/c2ccc(Br)cc2)N(c2ccccc2)C1=O (centres undefined)
  A: nt	B: 0%	C: -39%[inhibitor]	D: 5%	E: -4%	F: -7%	G: 5%
O=C(c1cccc(F)c1)N1CCN(c2cccc(Cl)c2)CC1
  A: -24%	B: -7%	C: -14%	D: -10%	E: 2%	F: ?	G: -4%
COc1ccc(OC)c(S(=O)(=O)NCc2cccnc2)c1
  A: 4%	B: -27%	C: 1%	D: -1%	E: 9%	F: -1%	G: 0%
COc1cc(S(=O)(=O)NC2CCCCC2C)ccc1Cl (centres undefined)
  A: -1%	B: -13%	C: 9%[10 µM]	D: 2%	E: 15%	F: -11%	G: 0%
Cc1ccc2c(c1)N(CC(=O)OC(CC(C)C)C(=O)NC1CCCC1)C(=O)CO2 (centres undefined)
  A: -7%	B: 6%	C: -9%	D: 4%	E: 0%	F: 3%	G: -4%
CCN(CC)S(=O)(=O)c1ccc2c(c1)nc(CCC(=O)OCC(=O)Nc1c(F)cccc1F)n2C
  A: -1%	B: -9%	C: nt	D: -10%	E: -2%	F: 9%	G: -3%
CC(C)c1ccc2[nH]c3nc(SCC(=O)N4CCOCC4)nnc3c2c1
  A: nt	B: 17%	C: -106%[inhibitor]	D: -6%	E: -3%	F: -1%	G: 3%
CCOC(=O)c1nn(-c2ccccc2)c(=O)cc1SC(C)CC (centres undefined)
  A: 13%	B: -7%	C: 7%	D: 4%	E: 5%	F: 18%	G: -1%
COc1cc(C)c(C)cc1S(=O)(=O)N1CCCCC1c1cccnc1 (centres undefined)
  A: -3%	B: 5%	C: -11%	D: 2%	E: -1%	F: -12%	G: 0%
Cc1nc2c3ccccc3nc(NNC(=O)CCC(=O)NCCC(C)C)n2n1
  A: -6%	B: -4%	C: 14%[10 µM]	D: -3%	E: -3%	F: 2%	G: ?
CCOC(=O)C1CCCN(C(=O)c2ccco2)C1 (centres undefined)
  A: -6%	B: -15%	C: -36%	D: 3%	E: 8%	F: 6%	G: 9%
COc1ccc(Cn2c(CCC(=O)Nc3ccc(C)cc3)nc3cccnc32)cc1
  A: 3%	B: -2%	C: 10%	D: 1%	E: -4%	F: -2%[9.22 µM]	G: 12%[76.3 µM]
O=C(N/N=C/C1CC2C=CC1C2)c1ccccc1O (centres undefined)
  A: nt	B: -12%	C: -8%[10 µM]	D: nt	E: -1%	F: -14%[9.22 µM]	G: ?

# Some of the entries above, set out differently:
Compound	Lamin A splicing	aGlu spleen mod	HTT cytoprotect	GAA inh	CBFb RUNX1 block	HttQ103 aggreg	GAA glycogen mod
CCNc1nc2cccnc2s1	nt	0%	12%[10 µM]	nt	7%	10%[9.22 µM]	3%
O=C(NCc1nnc(SCc2ccc(C(F)(F)F)cc2)n1-c1ccccc1)C12CC3CC(CC(C3)C1)C2	?	-11%	-24%[10 µM]	5%	-4%	-9%	-3%

# The listing continues.
# Abbreviations – A = Lamin A splicing; B = aGlu spleen mod; C = HTT cytoprotect; D = GAA inh; E = CBFb RUNX1 block; F = HttQ103 aggreg; G = GAA glycogen mod
CCOC(=O)c1c(N)n(C2CC(C)(C)NC(C)(C)C2)c2nc3ccccc3nc12
  A: -7%	B: ?	C: -12%	D: ?	E: 6%	F: -3%	G: 1%
O=C(CN1CCN(c2ccccc2F)CC1)NC(=O)NCc1ccccc1
  A: nt	B: 6%	C: -5%	D: -8%	E: 3%	F: 5%	G: -13%
CCn1c(SCC(=O)Nc2cc(OC)c(OC)c(OC)c2)nnc1-c1cccs1
  A: ?	B: -1%	C: 10%	D: -4%	E: 2%	F: ?	G: 2%
O=S(=O)(/N=S1/CC=CCN1S(=O)(=O)c1ccccc1)c1ccccc1 (centres undefined)
  A: -17%	B: -12%	C: 4%[10 µM]	D: 5%	E: -2%	F: ?	G: 2%
COc1cc2nc(C3CCC3)nc(N3CCN(c4ccccn4)CC3)c2cc1OC
  A: ?	B: 3%	C: nt	D: ?	E: -2%	F: ?	G: -5%
O=C(CSc1nnc(-c2ccncc2)n1Cc1ccccc1)NCCc1ccccc1
  A: -5%	B: 0%	C: -12%	D: -5%	E: 4%	F: 9%	G: 6%
CC(C)(O)C#Cc1ccc(CN2CCN(Cc3ccsc3)C(CCO)C2)s1 (centres undefined)
  A: nt	B: -5%	C: 19%[10 µM]	D: nt	E: 17%	F: -2%[9.22 µM]	G: -4%
CSCCNCc1c(C(=O)N2CCOCC2)nc2c(C)cccn12
  A: 10%[46 µM]	B: 0%	C: -2%[10 µM]	D: 5%	E: 2%	F: 6%[9.22 µM]	G: 9%
O=C(CNc1cccc(C(F)(F)F)c1)N/N=C/C1CCCCC1
  A: -11%	B: 1%	C: 1%[10 µM]	D: 6%	E: 2%	F: -5%	G: 1%
CSc1nc(-c2ccco2)nn1C(=O)c1ccccc1
  A: ?	B: -9%	C: -2%	D: -4%	E: -2%	F: 1%	G: 9%
CSc1nc(N)c2ncn([C@@H]3O[C@H](COP(=O)(O)OP(=O)(O)OP(=O)(O)O)[C@@H](O)[C@H]3O)c2n1
  A: nt	B: 0%	C: -32%	D: nt	E: 0%	F: nt	G: nt
c1ccc(CCN2CN(CCCN3CCOCC3)c3nc4ccccc4n3C2)cc1
  A: 6%	B: 2%	C: -28%[0.074 µM]	D: -3%	E: 4%	F: 2%	G: 4%
CC(O)[C@H]1CNC(=S)N1CCc1cccc(F)c1 (some centres undefined)
  A: nt	B: -1%	C: 9%[10 µM]	D: nt	E: 18%	F: 8%[9.22 µM]	G: 4%
O=C1NCCN1CCN1C(=O)c2ccccc2NC1c1ccccc1 (centres undefined)
  A: nt	B: 10%	C: -5%[10 µM]	D: nt	E: 4%	F: -7%[9.22 µM]	G: 0%
CCO[C@H]1OC(C(=O)N2CCN(Cc3ccc4c(c3)OCO4)CC2)=C[C@@H](c2ccc(C(F)(F)F)cc2)[C@@H]1CCCO
  A: nt	B: -3%	C: 27%[10 µM]	D: nt	E: 8%	F: 14%[9.22 µM]	G: -9%
CC(C)c1nnc(NC(=O)CCC(=O)NCc2cccs2)s1
  A: 17%	B: -5%	C: 15%[10 µM]	D: -4%	E: -3%	F: ?	G: 6%
O=C(CSc1cccc[n+]1[O-])c1cc2ccccc2o1
  A: 2%	B: 0%	C: -25%[10 µM]	D: -5%	E: 1%	F: 15%	G: ?
Cc1ccc(S(=O)(=O)/N=c2\ccc(Cl)cn2C(F)F)cc1
  A: nt	B: -1%	C: -11%	D: 2%	E: -1%	F: 17%	G: 8%
Cc1oc(-c2ccccc2F)nc1CS(=O)(=O)CC(=O)NCCCN1CCc2ccccc2C1
  A: -5%	B: -4%	C: 22%	D: 6%	E: 4%	F: -8%	G: 6%
NC(=O)c1cc[n+](CC2=C(C(=O)O)N3C(=O)[C@@H](NC(=O)[C@@H](c4ccccc4)S(=O)(=O)[O-])[C@H]3SC2)cc1
  A: -13%	B: 5%	C: nt	D: nt	E: 5%	F: nt	G: nt
COc1ccc2c(c1)C(=O)[C@@H](OC(=O)NS(=O)(=O)c1ccc(F)cc1)[C@H](c1ccc(OC)c(Br)c1)O2
  A: nt	B: 0%	C: -41%[inhibitor]	D: nt	E: 4%	F: nt	G: nt
O=C1CC[C@@H](CN(Cc2ccccn2)Cc2nc(-c3ccc(C(F)(F)F)cc3)no2)N1
  A: nt	B: -6%	C: -4%[10 µM]	D: -24%	E: -4%	F: -13%[9.22 µM]	G: -10%
O=C(NC(NCc1cccnc1)C(Cl)(Cl)Cl)c1cccc2ccccc12 (centres undefined)
  A: -8%	B: 0%	C: 8%[10 µM]	D: -3%	E: 4%	F: 8%	G: 6%

# As entered above.
# Result of O=C(CN1CCN(c2ccccc2F)CC1)NC(=O)NCc1ccccc1 in aGlu spleen mod: 6%
# Result of CC(C)(O)C#Cc1ccc(CN2CCN(Cc3ccsc3)C(CCO)C2)s1 (centres undefined) in CBFb RUNX1 block: 17%
# Result of CCn1c(SCC(=O)Nc2cc(OC)c(OC)c(OC)c2)nnc1-c1cccs1 in HTT cytoprotect: 10%
# Result of O=S(=O)(/N=S1/CC=CCN1S(=O)(=O)c1ccccc1)c1ccccc1 (centres undefined) in Lamin A splicing: -17%
# Result of O=C(CSc1cccc[n+]1[O-])c1cc2ccccc2o1 in Lamin A splicing: 2%

# Compounds as they come; 1.5% or so of the library scored in one or more.
